NCI-60 one-dose screen, 48 h, at 10 µM unless noted. Numbers give growth in % (100 = growth as untreated, 0 = no growth, -100 = all killed).
MDA-MB-468 – MDA-MB-468 breast cancer; 8.5% of 78,000 active
MCF7 – MCF7 breast cancer | 6.3% of 82,000 active | AID 1794796
SR – SR leukemia cells. 8.7% of 73,000 active. AID 1794780
MDA-MB-435 – MDA-MB-435 melanoma | 7.8% of 82,000 active | AID 1794794
MDA-MB-231 – MDA-MB-231 breast cancer | 5% of 81,000 active | AID 1794789
BT-549 – BT-549 breast cancer. 4.4% of 78,000 active. AID 1794793
MOLT-4 – MOLT-4 leukemia cells; 6.9% of 80,000 active; AID 1794779
K-562 – K-562 leukemia. 7.4% of 78,000 active
Numbers without * were called inactive; x = no result given; & = joins results of further samples. How the source made its calls: active means growth percent below 10; inactive means the rest.

SMILES	MDA-MB-468	MCF7	SR	MDA-MB-435	MDA-MB-231	BT-549	MOLT-4	K-562
O=C(Cn1c(-c2ccccc2)nc2ccccc21)N=Nc1c(O)[nH]c2ccc(Br)cc12	-53*	-19*	-26*	-32*	-57*	-54*	21	6.0*
Nc1ccccc1/C=C\c1ccccc1N	100	63	69	85	88	83	53	70
c1ccc(-c2nc3c4cc(-c5ccccc5)oc4ncn3n2)cc1	103	85	131	98	96	102	125	119
COc1cc(CCCc2c3[n+](cc4c(OC)c(OC)ccc24)CCc2cc4c(cc2-3)OCO4)cc(OC)c1OC	66	100	91	100	101	94	91	85
Cc1[nH]c2ccccc2c1CCNC(=O)c1ccccc1F	106	94	97	97	115	98	103	99
O=C(/C=C/c1cn(-c2ccccc2)nc1-c1ccc(Cl)cc1)NNC(=O)Nc1ccc(Cl)cc1	110	89	102	102	92	101	104	108
NS(=O)(=O)c1ccc(NC(=O)CCC(=O)O)cc1	98	103	79	107	101	100	98	99
N#Cc1c(-c2ccc(Br)cc2)nc2c(N=Nc3ccc(S(N)(=O)=O)cc3)c(N)nn2c1N	24	32	41	56	41	74	1.6*	36
COC(=O)c1ccc(-c2ccc(/C=N/NC(=O)c3[nH]c4ccc(Br)cc4c3-c3ccccc3)s2)cc1O	103	73	x	107	106	103	78	85
CCOC(=O)c1ccc(NC(=O)CSc2nc3ccccc3c(=O)n2CCc2ccccc2)cc1	83	88	x	79	53	89	x	x
CCCCC/C(=N\O)C(C)=O	107	95	99	102	88	109	98	107
Cc1ncc(CCO)c(CO)c1O	x	94	95	100	96	89	115	115
C=C[C@]1(C)C=C2CC[C@@H]3[C@](C)(CCC[C@@]3(C)C(=O)O)[C@H]2CC1	110	101	98	111	98	101	99	119
Cc1ncc2c(n1)NC(=O)NC2	117	101	103	114	111	108	104	103
Cc1ccc2nc(-c3c(CCCO)noc3N)[nH]c(=O)c2c1	x	89	72	110	105	102	84	68
Oc1ccc(Nc2ccnc3cc(Cl)ccc23)cc1CN1CCCC1	71	58	89	71	68	61	77	16
CC(C)(C)c1ccc(C(=O)Nc2nc3ccc(O)cc3s2)cc1	19	16	25	34	69	63	33	8.8*
COc1ccc(-c2cc(-c3nnc(SCC(=O)Nc4ccc(/C(C)=N\O)cc4)o3)c3ccccc3n2)cc1OC	117	101	76	99	102	93	72	78
Cc1ccccc1N1C(=O)/C(=C2\SC(=S)N(c3ccccc3C)C2=O)SC1=S	91	89	103	108	98	96	97	98
COc1ccc(/C=C/C(=O)c2ccc(OC)c(OC)c2O)cc1OC	98	70	69	x	98	79	78	74
CO/N=C(/C(=O)NC1C(=O)N2C(C(=O)OC(C)OC(C)=O)=C(COC(N)=O)CSC12)c1ccco1 (centres undefined)	113	x	x	102	102	108	86	109
O=C1C(c2ccc3ccccc3n2)=C(O)c2ccccc21	43	39	45	95	61	83	62	72
CCOC(=O)C1(C)CCN(C)C1=O (centres undefined)	108	92	95	92	119	101	94	92
Cc1ccc(/C=C2\C(=O)N(C)c3ccc(-c4ccccc4)cc32)s1	80	36	97	94	77	x	101	94
O=C(Cc1cc2ccccc2[nH]1)N(CCCc1cnc[nH]1)Cc1ccccc1	72	74	81	93	63	75	87	68

Part of the list above in order of molecular weight, descending.
SMILES	MDA-MB-468	MCF7	SR	MDA-MB-435	MDA-MB-231	BT-549	MOLT-4	K-562
N#Cc1c(-c2ccc(Br)cc2)nc2c(N=Nc3ccc(S(N)(=O)=O)cc3)c(N)nn2c1N	24	32	41	56	41	74	1.6*	36
CO/N=C(/C(=O)NC1C(=O)N2C(C(=O)OC(C)OC(C)=O)=C(COC(N)=O)CSC12)c1ccco1 (centres undefined)	113	x	x	102	102	108	86	109
O=C(/C=C/c1cn(-c2ccccc2)nc1-c1ccc(Cl)cc1)NNC(=O)Nc1ccc(Cl)cc1	110	89	102	102	92	101	104	108
Cc1ccc(/C=C2\C(=O)N(C)c3ccc(-c4ccccc4)cc32)s1	80	36	97	94	77	x	101	94
Cc1ccc2nc(-c3c(CCCO)noc3N)[nH]c(=O)c2c1	x	89	72	110	105	102	84	68
NS(=O)(=O)c1ccc(NC(=O)CCC(=O)O)cc1	98	103	79	107	101	100	98	99
Nc1ccccc1/C=C\c1ccccc1N	100	63	69	85	88	83	53	70

Two of the compounds above, with each value named:
Structure: NS(=O)(=O)c1ccc(NC(=O)CCC(=O)O)cc1
  MDA-MB-468: 98	MCF7: 103	SR: 79	MDA-MB-435: 107	MDA-MB-231: 101	BT-549: 100	MOLT-4: 98	K-562: 99
Structure: O=C(Cn1c(-c2ccccc2)nc2ccccc21)N=Nc1c(O)[nH]c2ccc(Br)cc12
  MDA-MB-468: -53*	MCF7: -19*	SR: -26*	MDA-MB-435: -32*	MDA-MB-231: -57*	BT-549: -54*	MOLT-4: 21	K-562: 6.0*

Continuation.
SMILES	MDA-MB-468	MCF7	SR	MDA-MB-435	MDA-MB-231	BT-549	MOLT-4	K-562
CC(=O)CC(=O)NC1CCCC1	103	100	x	98	99	102	104	102
Cc1[nH]n(C(N)=S)c(=O)c1N=Nc1ccc(S(=O)(=O)N=C(N)N)cc1	106&103	94&97	98&95	115&106	99&102	129	104&110	111&104
Cc1nn(-c2ccccc2)c2[nH]c(-c3ccc(Cl)cc3)c(C3C(=O)Nc4ccc(Cl)cc43)c12 (centres undefined)	55	41	36	77	74	79	31	43
C/C=C/c1nc2ccccc2s1	118	97	111	105	88	104	110	109
Cc1nn2c(-c3nc4ccc(F)cc4[nH]3)c(-c3ccccc3)nc2s1	119	89	77	96	124	107	82	94
COc1ccc(/C=C/C(=O)c2ccccc2)cc1	83&80	21&50	47&70	74&87	89&106	103&97	110&91	108&93
CC(=O)c1c(C)[nH]c2c1c(-c1cccnc1)nc1ccccc12	85	73	70	91	90	104	109	79
Cc1ccc2[nH]c(=O)c(C3CNC(=O)c4ccccc4N3)cc2c1 (centres undefined)	110	102	133	108	114	99	113	111
O=C(c1ccccc1)N(C(=O)c1ccccc1)c1ccccc1	94	98	92	103	115	104	83	93
Cc1ccc(O)c(Cc2cccc(Cl)c2)c1	85	99	94	89	101	x	90	104
CCCCC1(CC)COC(c2ccccc2Cl)OC1 (centres undefined)	103	94	x	100	116	101	93	103
O=C1NC(=O)/C(=C/c2ccc(Cl)cc2Cl)N1	130	95	93	116	110	104	95	104
CC/C(=C(\c1ccc(Cl)cc1)c1ccc(OCCN2CCCCC2)cc1)c1ccc(O)cc1	22	3.4*	-11*	2.1*	27	58	-5.4*	-28*
Cc1nc(N)[nH]c(=O)c1CCCCc1ccccc1	102	92	x	82	101	113	81	101
C1CCc2nnnn2CC1	120&105&111	117&96&108	87&93	119&102&102	115&107&124	121&112&108	117&94&105	66
COc1ccc(C(=O)/C=C/c2cc(-c3cc4ccccc4o3)n(-c3ccccc3)n2)cc1OC	99	90	83	102	x	84	96	95
COc1cc(CNC(=O)CCCC/C=C/C(C)C)ccc1OCc1cn(-c2ccccc2F)nn1	93	97	82	101	79	89	91	82
CCOC(=O)N/N=C/c1ccccc1	125	88	107	106	100	93	95	100
CN1C(=O)NC2NC(=[N+]3CCOCC3)NC21 (centres undefined)	104	98	118	101	105	103	105	100
Nc1ncnc2c1N=C(c1ccc([N+](=O)[O-])cc1)CC(c1ccc3c(c1)OCO3)N2 (centres undefined)	x	73	85	94	75	87	84	93
CCOC(=O)c1c(-c2ccc(C)cc2)c(C#N)c(=O)n(-c2cccc(C(F)(F)F)c2)c1N	100	94	102	102	98	113	104	98
CN1C(=O)N(C)C2C1NN=C1SC(c3ccccc3)=CC(=O)N12 (centres undefined)	94	93	87	92	95	79	107	87
Oc1c(Br)cc(Br)c2ccc(Cn3cc(-c4ccccc4C(F)(F)F)nn3)nc12	72	72	2.3*	93	109	107	6.9*	4.6*
CCOC(=O)c1cc(Cl)c(O)c(Cl)c1	x	98	x	126	106	105	90	121
CC(C)(C)C(=O)O[C@@H]1[C@H](OC(=O)C(C)(C)C)[C@@H](CO)O[C@H]1n1c(=O)cc(N)[nH]c1=O	88	101	108	102	104	99	102	97
(list continues)
SMILES	MDA-MB-468	MCF7	SR	MDA-MB-435	MDA-MB-231	BT-549	MOLT-4	K-562
COc1cc(/C=C2\CN(C)Cc3c2nc2nc(SC)[nH]c(=O)c2c3-c2cc(OC)c(OC)c(OC)c2)cc(OC)c1OC	66	70	13	54	101	106	75	34
C#C[C@]1(O)CC[C@H]2[C@@H]3CC=C4c5sc(Nc6cccc(Cl)n6)nc5CC[C@]4(C)[C@H]3CC[C@@]21C	23	-70*	2.6*	-66*	9.1*	24	-16*	3.9*
Fc1ccc(Nc2csc(-c3ccccn3)n2)cc1Cl	103	92	89	102	85	104	92	102
COc1ccc(C(=O)n2nc(CC(=O)NCc3ccccc3)nc2N)cc1	105	99	94	109	96	102	90	96
COc1ccc(C2=NN(c3ccc(S(N)(=O)=O)cc3)C(=O)CC2)cc1	85	82	33	92	87	107	64	69
COc1ccc(-c2nnc(COc3ccc(NS(=O)(=O)c4ccc(C)cc4)cc3F)o2)cc1	60	79	58	98	68	83	64	94
COc1ccc(-c2ccc(=O)n(-c3ccc(S(N)(=O)=O)cc3)n2)cc1	80	97	57	86	104	115	89	88
CCOc1ccc2c(O)csc2c1	120	102	110	112	103	x	109	103
NS(=O)(=O)c1ccc(NC2=C(I)C(=O)c3ncccc3C2=O)cc1	92	99	93	106	98	110	104	81
O=C(CN1C(=O)NC2NC(=O)NC21)N/N=C/c1ccc(Cl)cc1Cl (centres undefined)	100	98	109	102	109	99	105	105
Cc1nn(-c2ccccc2)c(C)c1N=Nc1ccc(Br)cc1	96	94	76	96	95	97	67	87
CCN1C(=O)CC2CCCC1C2 (centres undefined)	103	98	94	103	x	x	91	110
ON=C(C1CCCCC1)C1CCCCC1	105	93	97	103	95	108	114	108
COC(=O)C12C3C(=O)N(c4ccc(C)cc4)C(=O)C3C(c3cn(-c4ccccc4)nc3-c3ccccc3)N1[C@H](c1cn(-c3ccccc3)nc1-c1ccccc1)[C@@H]1C(=O)N(c3ccc(C)cc3)C(=O)[C@@H]12 (some centres undefined)	92	94	96	95	105	106	95	109
COc1ccc(-c2nnc(Cn3c(Cc4cccc5ccccc45)nc4ccccc43)o2)cc1	65	70	75	78	53	90	45	56
CCOC(=O)c1ncn(Cc2ccccc2)c1-n1cccc1	x	101	x	118	112	111	x	81
Nc1cccc(-c2nc3sccn3c2-c2ccnc(NCCCNS(=O)(=O)c3cccc(F)c3)n2)c1	32	39	48	33	62	60	32	30
O=C(NC1CC1)c1ccc(-c2nc3ccc4[nH]ncc4c3c3c2CCCC3)cc1	8.8*	39	32	11	46	30	39	24
O=C(CSc1nnc2n1N=C(c1ccc(Cl)cc1)CS2)c1ccc(Cl)cc1	85	67	76	94	96	76	61	88
CN1c2ccccc2C(=O)N(NC(=O)Nc2ccc(F)cc2)C1c1ccc(F)cc1 (centres undefined)	91	70	86	74	70	93	57	78
N#Cc1ncc(-c2ccc(C(F)(F)F)nc2)c(NC2CCCCCC2)n1	103	94	107	97	90	99	97	99
N#Cc1nc(-c2ccccc2)oc1N1CCC(CO)C1 (centres undefined)	93	50	110	96	101	95	108	114
C#CCNCCCN1C(=O)c2ccc3c4c(ccc(c24)C1=O)C(=O)N(CCCNCC#C)C3=O	-86*	-73*	-21*	-67*	0.4*	-94*	-13*	-4.8*
CCOC(=O)c1sc2nc(-c3ccc(OC)cc3)nc(N3CCOCC3)c2c1C	77	90	108	97	89	97	89	97
O=C(O)c1ccc(-n2cc(/C=N/NCc3ccccc3)c(-c3cc4ccccc4oc3=O)n2)cc1	108	x	100	94	83	96	98	99
Continued:
SMILES	MDA-MB-468	MCF7	SR	MDA-MB-435	MDA-MB-231	BT-549	MOLT-4	K-562
CCCN(CCC)OS(=O)c1ccc(C(=O)SCC)cc1 (centres undefined)	96	101	89	96	98	106	92	88
CN(C)C(=O)c1cc(CCCOc2ccc(-c3noc(C(F)(F)F)n3)cc2N)on1	73	82	90	95	92	98	94	73
CC(N)C(=O)NC(C(=O)NC1C(O)OC(CO)C(O)C1O)C(C)C (centres undefined)	x	96	94	110	102	108	100	99
CNCCNC	90	90	94	106	111	107	112	114
COc1ccc(Nc2nc(/N=C/c3ccc(OC)c(OC)c3)n[nH]2)cc1	114	99	93	103	111	106	106	96
COc1cc2nc(Cl)nc(Nc3cccc(C4=NN(C(C)=O)C(c5ccc6c(c5)OCO6)C4)c3)c2cc1OC (centres undefined)	80	52	66	88	71	67	35	68
O=C(Nc1nc(-c2ccc(Br)cc2)cs1)c1ccc(Cc2n[nH]c(=O)c3cccnc23)cc1	48	79	128	87	89	78	92	82
COc1cc2c3c(c4c5cccnc5n(C)c4c2c(OC)c1OC)C(=O)NC3=O	78	50	81	95	88	86	71	x
COC(=N)CCOC(=O)c1ccccc1	97	110	103	101	102	102	103	107
CC1Oc2ccc(C(=O)O)cc2NC1=O (centres undefined)	101	102	93	105	98	100	99	97
O=C1N=C(c2c(-c3[nH]c(=O)c4ccc(Cl)cc4c3O)c(O)c3ccccc3c2O)C(=O)c2cc(Cl)ccc21	127	97	126	106	99	110	119	102
O=C(O)c1ccccc1C(c1ccccc1)c1ccccc1	102	101	88	107	108	123	91	104
Ic1ccccc1-c1ccccc1	103	103	102	121	102	x	101	104
CCn1c(SC/C(=N\O)c2ccccc2)nnc1-c1ccc(OC)c(OC)c1	111	118	95	116	104	134	87	93
CC(C)c1ccc(C(=O)Nc2sc3c(c2C(N)=O)CCC(=O)C3)cc1	-48*	5.1*	0.3*	-11*	-54*	-22*	-8.2*	1.1*
CSc1nc2nc3c(c(-c4ccc(Cl)cc4)c2c(=O)n1C)CCC/C3=C\c1ccc(Cl)cc1	74	91	85	112	106	99	92	x
CC(C)c1ccc(Cn2nc(Nc3ccccn3)nc2N)cc1	85	87	x	103	101	82	83	93
CCCCCCN(CCCCCC)CC(O)c1ccc(Cl)c2ccccc12 (centres undefined)	97	93	76	97	82	99	91	72

High-throughput results from PubChem.
